Assay outcomes (PubChem)
Myeloid diff MLP: induction of myeloid progenitor differentiation, primary screen, cell-based, flow cytometry, MLPCN library. ER-HoxA9 myeloid progenitors, lysozyme-GFP differentiation. calls only at 10 µM. 360,000 compounds, 1% hits. AID 624256, 2012;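 active = normalized GFP-positive differentiation at or above the plate's own cutoff, the solvent-only control mean plus 3 SD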;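 note: cells exposed to compound for four days before flow analysis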
KOR beta-arrestin-1: KOR agonists, beta-arrestin recruitment, primary screen, cell-based, luminescence, uHTS (AID 1777); Kappa-type opioid receptor (Homo sapiens); KOR beta-arrestin recruitment, luminescence; higher % means a stronger effect; one-dose activation, % at 10 µM; EC50 in µM for titrated hits; 280,000 compounds, 0.02% hits; in the data active = activation above about 50%, passing the limit was not always enough; note: a part of the inactive calls stands beside numbers as strong as those of hits
KOR beta-arrestin-2: KOR antagonists, beta-arrestin recruitment, cell-based, luminescence, uHTS (AID 1778); inhibition, % at 10 µM, or IC50 in µM where a hit was titrated; Kappa-type opioid receptor (Homo sapiens); 290,000 compounds, 0.091% hits; KOR beta-arrestin recruitment, luminescence, antagonist mode; higher % means a stronger effect; note: strong numbers were not always called active
NOD1 NF-kB reporter: NOD1 signaling inhibitors, primary screen, cell-based, luminescence, uHTS (AID 1578). 290,000 compounds, 1% hits. NOD1-driven NF-kB luciferase reporter cells, luminescence; higher % means a stronger effect. inhibition, % at 4 µM, or EC50 in µM where a hit was titrated; in the data active = inhibition mostly above about 36%, no sharp cut-off; inactive = mostly below about 34%;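 note: HEK-293T reporter cells stimulated with the NOD1 agonist gamma-tri-DAP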
LYP inhibition: inhibitors of LYP phosphatase, biochemical, fluorescence intensity, uHTS (AID 1779); Tyrosine-protein phosphatase non-receptor type 22 (Homo sapiens); recombinant LYP phosphatase, fluorescence intensity; higher % means a stronger effect; inhibition, % at 11.5 µM; hits with a dose series show IC50 in µM; 290,000 compounds, 0.054% hits;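 note: plate controls were vehicle with enzyme for no effect and no enzyme for full effect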
HIV fusion peptide: inhibitors of HIV fusion peptide binding, primary screen, biochemical, uHTS, fluorescence dequenching (AID 1986); cell-free peptide binding, fluorescence dequenching, 30 min; higher % means a stronger effect; inhibition, % at 20 µM; hits with a dose series show IC50 in µM; 290,000 compounds, 0.3% hits; in the data active = inhibition mostly above about 52%, no sharp cut-off; inactive = mostly below about 76%; note: some results filed as inactive read as strong as hits
Salmonella PhoP GFP: inhibitors of PhoP regulon expression, primary screen, Salmonella Typhimurium, GFP reporter (AID 1863) | S. Typhimurium PhoP-regulated promoter GFP reporter, 4 h; higher % means a stronger effect | one-dose inhibition, % at 50 µM; IC50 in µM for titrated hits | 300,000 compounds, 0.16% hits;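 active = inhibition over 29.93%, a cutoff 3 SD above the screen mean, later confirmed by dose response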;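 note: 0% = low Mg2+ inducing control and 100% = high Mg2+ repressing control; strong numbers were not always called active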
SIAH1 antagonists: Siah-1 peptide-binding antagonists, primary screen, biochemical, fluorescence polarization, rhodamine-plectin, uHTS (AID 1817). E3 ubiquitin-protein ligase SIAH1 (Homo sapiens). Siah-1 / rhodamine-plectin peptide fluorescence polarization; higher % means a stronger effect. displacement, % at 20 µM, or IC50 in µM where a hit was titrated. 290,000 compounds, 0.02% hits;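 active = displacement of at least 50% at 20 µM, with a fluorescence ratio check between 0.3 and a set limit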;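 note: plate controls were Siah plus tracer with DMSO for no effect and tracer alone without Siah for full effect; strong numbers were not always called active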
NOD2 inhibition: NOD2 signaling inhibitors, cell-based, luminescence, uHTS, HEK293 (AID 1566) | one-dose inhibition, % at 4 µM; EC50 in µM for titrated hits | 290,000 compounds, 0.63% hits | HEK293 NOD2/NF-kB luciferase reporter, luminescence; higher % means a stronger effect; note: many of its hits are not listed in these tables
Myeloid diff MLP GFP+ MAC1+ %: also measured in Myeloid diff MLP; calls as there; GFP+ MAC1+ double positive, %; measured here: differentiation confirmed by MAC1 staining
The depositor's hits bear a star; i = inactive; . = not tested or not shown; [ ] = another dose, or the depositor's remark. Cut-off read from the data, not from the text of the source, unless noted: active = inhibition above about 50%; inactive = the rest. Some of the compounds tested (hit frequency here may not be typical).

SMILES | Myeloid diff MLP | Myeloid diff MLP GFP+ MAC1+ % | KOR beta-arrestin-1 | KOR beta-arrestin-2 | NOD1 NF-kB reporter | LYP inhibition | HIV fusion peptide | Salmonella PhoP GFP | SIAH1 antagonists | NOD2 inhibition
Cc1cc(C)nc(N(C#N)S(=O)(=O)c2ccccc2)n1 | i | 0.9 | 1.1% | -14% | 9% | -4% | -0.4% | -5% | -3% | 10%
COc1ccc(CNC2CCN(Cc3ccccc3)CC2)cc1 | i | 1.0 | -0.2% | -12%[20 µM] | 0% | -14% | 1.2% | 14% | -2% | -23%
CCn1c(=O)c2c(nc(SCC(=O)NC3CCCC3)n2C)n(C)c1=O | i | 0.8 | -4.1% | 5% | -8% | -4% | -1.3% | 4% | 6% | 21%
Cc1ccc(-c2csc(NC(=O)Cn3[nH]c(=O)c4ccccc4c3=O)n2)cc1 | i | 0.2 | -1.2% | -26% | -32% | -2% | 7.1% | -4% | -5% | -75%
COc1ccc(OC)c(C(=O)COC(=O)C2CC3CCCC(C2)C3=O)c1 (stereo not given) | i | 0.7 | 1.6% | -30% | 3% | -7% | 0.3% | 1% | -4% | 7%
COC(=O)c1ccccc1NC(=O)CN(CCc1ccccc1)S(C)(=O)=O | i | 1.3 | -4.1% | 35% | -16% | -1% | 0.8% | 6% | 3% | -8%
CCOc1ccc(N(C(C)C(=O)NC2CCCCCC2)S(C)(=O)=O)cc1 (stereo not given) | i | 1.4 | -1.2% | 6% | -21% | 8% | 0.3% | 14% | 0% | -1%
COc1cc(-c2nn3c(-c4ccccc4)nnc3s2)cc(OC)c1OC | i | 4.0 | 0.5% | -16% | -49% | 0% | -0.4% | -5% | 2% | 1%
COc1ccc(N2C(=O)N(Cc3ccccc3F)c3ccccc3S2(=O)=O)cc1 | . | . | 1.7% | 22% | 3% | 3% | 1.2% | 6% | 11% | 7%
CCN(CC)S(=O)(=O)c1ccc2[nH]c(=O)cc(C(=O)NCc3ccccc3)c2c1 | i | 2.6 | -1.8% | -26% | 11% | -6% | 2.4% | -1% | 3% | -5%
Cc1c(C(=O)Nc2cc(S(=O)(=O)N3CCOCC3)ccc2N2CCN(C)CC2)oc2ccccc12 | i | 0.2 | 5.0% | -63% | 8% | -6% | -0.6% | -14% | -1% | -11%
COc1ccc(C(=O)Nc2ccc(NC(=O)c3cccs3)cc2)cc1[N+](=O)[O-] | i | 0.4 | -2.0% | 8% | -8% | -1% | 1.4% | 6% | 4% | 12%
Cn1c(CN(O)S(=O)(=O)c2ccc(Cl)cc2)nnc1C(F)(F)F | i | 2.2 | -1.3% | -5% | -26% | -1% | 2.3% | 1% | 0% | -11%
Cc1nc(/C=[N+](\[O-])C(C)(C)/C=N/O)n(O)c1C | i | 0.4 | -0.1% | 8% | -17% | 2% | 0.1% | -6% | -1% | 5%
CCOC(=O)Nc1ccc2c(CN3CCN(S(=O)(=O)c4ccccc4)CC3)cc(=O)oc2c1 | i | 0.4 | -5.3% | -2% | -14% | -1% | -2.5% | 0% | 4% | 12%

By substructure: the entries above with an NH in an aromatic ring
SMILES | Myeloid diff MLP | Myeloid diff MLP GFP+ MAC1+ % | KOR beta-arrestin-1 | KOR beta-arrestin-2 | NOD1 NF-kB reporter | LYP inhibition | HIV fusion peptide | Salmonella PhoP GFP | SIAH1 antagonists | NOD2 inhibition
Cc1ccc(-c2csc(NC(=O)Cn3[nH]c(=O)c4ccccc4c3=O)n2)cc1 | i | 0.2 | -1.2% | -26% | -32% | -2% | 7.1% | -4% | -5% | -75%
CCN(CC)S(=O)(=O)c1ccc2[nH]c(=O)cc(C(=O)NCc3ccccc3)c2c1 | i | 2.6 | -1.8% | -26% | 11% | -6% | 2.4% | -1% | 3% | -5%

Other compounds
SMILES | Myeloid diff MLP | Myeloid diff MLP GFP+ MAC1+ % | KOR beta-arrestin-1 | KOR beta-arrestin-2 | NOD1 NF-kB reporter | LYP inhibition | HIV fusion peptide | Salmonella PhoP GFP | SIAH1 antagonists | NOD2 inhibition
CCOC(=O)N/N=C(/C)c1ccc(N2C(=O)C3CCCCC3C2=O)cc1 (stereo not given) | i | 0.2 | -3.2% | 1% | -19% | 2% | -0.3% | 4% | 4% | 14%
Cc1cc(Nc2ccccc2C(=O)O)nc2nc3ccccc3c(=O)n12 | i | 1.0 | -3.7% | 26% | -26% | -1% | 0.4% | 0% | -1% | 11%
O=C(N/N=C/c1ccccc1O)NC12CC3CC(CC(C3)C1)C2 | i | 0.6 | -0.1% | 11% | -12% | -2% | -0.7% | 17% | 2% | -30%
Cc1ccc(C(=O)NCCNC(=O)CN2CCOCC2)cc1 | i | 1.2 | -0.8% | -6% | -4% | -3% | 2.2% | -3% | 4% | 10%
Cc1ccc(NC(=O)CCc2ccc(S(=O)(=O)NC3CCCCC3)cc2)cc1 | i | 0.8 | 1.2% | 14% | 12% | -6% | 2.2% | 0% | -3% | 26%
O=C(NC1CCCCC1)C(c1ccc(O)c(O)c1)N(C(=O)Cn1nnc2ccccc21)c1cccc(O)c1 (stereo not given) | i | 0.3 | -1.0% | -8% | -46% | -1% | 9.2% | 5% | -1% | 9%
N#CCNC(=O)c1nn2c(C(F)(F)F)cc(-c3ccccc3)nc2c1Br | i | 0.5 | -1.8% | -24% | 5% | -6% | 1.1% | -2% | 1% | 12%
CCN(CC)CC(=O)Nn1c(C)nc2c(ncn2-c2ccccc2)c1=O | i | 0.3 | 5.3% | 5% | 0% | -4% | -0.7% | -5% | 4% | 9%
O=C(O)c1cn(-c2ccccc2)nc1-c1cccnc1 | i | 0.4 | 19% | -16% | 1% | -5% | -2.5% | -14% | -1% | 12%
Cn1c(CN2CCOCC2)nnc1SCc1ccc(C#N)cc1 | i | 0.2 | -6.7% | -19%[20 µM] | -8% | 0% | 1.3% | 0% | 3% | 5%
CC(Sc1nc(C(C)(C)C)cc(-c2ccccc2)c1C#N)C(=O)Nc1ccccc1 (stereo not given) | i | 0.8 | 1.0% | -12% | 28% | 10% | -1.2% | 9% | 3% | 7%
Cc1ccccc1-c1nc(CS(=O)(=O)CC(=O)NCc2ccc3c(c2)OCO3)c(C)o1 | i | 2.9 | -2.6% | -10% | -24% | -6% | 0.1% | -5% | 3% | -11%
O=C(O)CC1Oc2ccc(Cl)cc2NC1=O (stereo not given) | i | 1.0 | -1.8% | 10% | -20% | -3% | -0.7% | 17% | 7% | 12%
CC1CC(C)CN(CCCNC(=O)c2ccc3nc(N4CCCCC4)sc3c2)C1 (stereo not given) | i | 0.9 | 1.0% | -25%[20 µM] | 10% | -7% | 0.6% | . | -2% | -40%
Cn1c(=O)[nH]c(=O)c2c1nc(CN1CCOCC1)n2CCc1ccccc1 | i | 1.3 | -5.5% | -16% | -1% | -12% | -1.4% | -6% | -1% | 2%
COCCNC(=O)c1ccc2c(c1)ncn2-c1cccc(C)c1 | i | 0.6 | 4.6% | 1% | -4% | -5% | 1.7% | -8% | 6% | -87%
CCCc1cc(=O)oc2cc(OCC(=O)N3CCN(C(=O)C4COc5ccccc5O4)CC3)ccc12 (stereo not given) | i | 4.2 | 8.1% | -6% | -11% | -5% | -0.6% | 0% | 0% | 6%
Cc1cccc(-c2ncc(CN3CCN(C4CCCC4)C(CCO)C3)cn2)c1 (stereo not given) | i | 0.6 | . | -50%[20 µM] | -15% | -5% | -0.7% | 5% | -3% | 9%
Nn1c(N2CCCCC2)nc2ccccc21 | i | 0.7 | 1.7% | 1% | -6% | -9% | -3.1% | 3% | -4% | -8%
O=C(COc1ccc(Br)cc1)NCc1cn2ccccc2n1 | i | 0.9 | 3.7% | -4% | -4% | 2% | 0.8% | -2% | 3% | 20%
C/C(CC(=O)NC(C)C)=N\NC(=O)C(c1ccccc1)c1ccccc1 | i | 0.3 | . | -25%[20 µM] | -22% | -7% | 0.2% | -3% | 2% | -4%
CCN1C(=O)C(CC(=O)Nc2ccc(F)cc2)N(CCc2ccc(OC)cc2)C1=S (stereo not given) | i | 0.5 | . | -73%[20 µM] | -45% | 5% | 7.2% | -5% | -8% | -18%
O=C(Nc1ccc(F)cc1)Nc1ccccc1NS(=O)(=O)c1cccs1 | i | 0.7 | -4.1% | 0% | 4% | -6% | 7.4% | 4% | -3% | -15%
Nc1ccccc1Sc1c[nH]c2ccccc12 | i | 2.1 | -7.1% | 3% | 9% | -10% | -2.0% | 16% | -7% | -5%
O=C1c2ccccc2C(O)N1Cc1ccc2c(c1)OCO2 (stereo not given) | i | 2.5 | -8.3% | 10% | -10% | -4% | 5.6% | 1% | -4% | 4%
Cc1c(NC(=O)/C(C#N)=C/c2c(Oc3ccccc3)nc3ccccn3c2=O)c(=O)n(-c2ccccc2)n1C | i | 0.6 | 1.5% | 1% | -15% | -10% | -0.4% | -4% | 18% | -5%
Cc1cc(=O)oc2c(CN3CCN(CCO)CC3)c(O)ccc12 | i | 0.0 | -3.5% | 7% | -28% | -27% | 0.6% | 3% | 2% | 1%
O=c1nc2c(O)cccn2c2c1c(=O)[nH]c1ccccc12 | i | 1.6 | -7.7% | -12% | -18% | 12% | 35% | -3% | -10% | 16%
Cc1nnc(SCC2=C(C(=O)O)N3C(=O)C(NC(=O)Cn4nc(C(F)F)c(Cl)c4C)C3SC2)s1 (stereo not given) | i | 0.7 | 6.6% | -8% | -16% | -1% | 36% | -25% | -1% | 3%

Complete entries, quoted from the list. Order of values: Myeloid diff MLP	Myeloid diff MLP GFP+ MAC1+ %	KOR beta-arrestin-1	KOR beta-arrestin-2	NOD1 NF-kB reporter	LYP inhibition	HIV fusion peptide	Salmonella PhoP GFP	SIAH1 antagonists	NOD2 inhibition
O=C(Nc1ccc(F)cc1)Nc1ccccc1NS(=O)(=O)c1cccs1 reads i	0.7	-4.1%	0%	4%	-6%	7.4%	4%	-3%	-15%
COCCNC(=O)c1ccc2c(c1)ncn2-c1cccc(C)c1 reads i	0.6	4.6%	1%	-4%	-5%	1.7%	-8%	6%	-87%
CCCc1cc(=O)oc2cc(OCC(=O)N3CCN(C(=O)C4COc5ccccc5O4)CC3)ccc12 (stereo not given) reads i	4.2	8.1%	-6%	-11%	-5%	-0.6%	0%	0%	6%
C/C(CC(=O)NC(C)C)=N\NC(=O)C(c1ccccc1)c1ccccc1 reads i	0.3	.	-25%[20 µM]	-22%	-7%	0.2%	-3%	2%	-4%
Nn1c(N2CCCCC2)nc2ccccc21 reads i	0.7	1.7%	1%	-6%	-9%	-3.1%	3%	-4%	-8%
